Screens from PubChem.
RXFP1 antag – qHTS Assay for Antagonists of the Relaxin Receptor RXFP1; AID 1259400, 2018; HEK293-RXFP1, relaxin-stimulated cAMP HTRF, 30 min; hits give low values; activity change, negative = inhibition, % at 57.5 µM; 0.59% of 350,000 active; Relaxin receptor 1 (Homo sapiens), Q9HBX9;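 active = activity change of -60% or lower, but not beyond a set lower limit; inconclusive = change between -60% and -40%, or beyond the set limit; inactive = change above -40%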; also: % is scaled to controls: 0 for no effect and ±100 for the full control effect
Target sequence (Q9HBX9 whole entry, looked up): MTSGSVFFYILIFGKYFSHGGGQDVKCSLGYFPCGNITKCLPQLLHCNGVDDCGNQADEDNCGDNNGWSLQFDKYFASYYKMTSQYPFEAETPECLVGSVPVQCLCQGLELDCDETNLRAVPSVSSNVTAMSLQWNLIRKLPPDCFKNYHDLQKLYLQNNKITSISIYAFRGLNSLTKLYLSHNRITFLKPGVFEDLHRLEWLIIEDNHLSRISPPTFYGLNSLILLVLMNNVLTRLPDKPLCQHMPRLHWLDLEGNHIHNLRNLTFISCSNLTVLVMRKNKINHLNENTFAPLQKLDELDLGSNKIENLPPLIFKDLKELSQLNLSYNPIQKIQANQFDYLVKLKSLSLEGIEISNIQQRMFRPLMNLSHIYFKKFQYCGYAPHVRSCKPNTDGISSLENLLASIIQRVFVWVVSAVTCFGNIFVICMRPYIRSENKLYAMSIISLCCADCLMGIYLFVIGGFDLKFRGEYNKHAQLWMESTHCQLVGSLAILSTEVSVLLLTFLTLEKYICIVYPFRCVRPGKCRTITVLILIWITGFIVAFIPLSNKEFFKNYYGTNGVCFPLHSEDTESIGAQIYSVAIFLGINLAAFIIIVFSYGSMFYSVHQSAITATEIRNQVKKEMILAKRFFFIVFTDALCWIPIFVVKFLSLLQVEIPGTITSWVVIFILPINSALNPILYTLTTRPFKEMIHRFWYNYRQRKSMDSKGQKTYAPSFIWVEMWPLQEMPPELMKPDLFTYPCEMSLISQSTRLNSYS
D1 ag – Allosteric Agonists of the Human D1 Dopamine Receptor: qHTS | HEK293 T-REx D1 cells, calcium flux, agonist mode | activation, % at 2 µM | 1% of 360,000 active | AID 504660, 2011; in the data active = activation above about 30%; also: 0% is about no effect
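Agonism was scored from calcium flux recorded over 180 s (1 read/s) after pintool compound addition, following a 10-cycle baseline. Cells were inducible force-coupled HEK293 TREx D1, plated overnight at 30 C and loaded with no-wash calcium dye.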
D1 PAM – Potentiators of Human D1 Dopamine Receptor: qHTS. AID 504651, 2011. potentiation, % at 10 µM. HEK293 TREx D1 cells, calcium flux, dopamine EC20 potentiation. 0.036% of 360,000 active. D(1A) dopamine receptor (Homo sapiens), P21728; in the data active = potentiation above about 30%; also: 0% is about no effect
D1 antagonist – Antagonist of Human D 1 Dopamine Receptor: qHTS. D(1A) dopamine receptor (Homo sapiens), P21728. HEK293 TREx D1 cells, calcium flux, dopamine EC80; hits give low values. activity change, negative = inhibition, % at 10 µM. 3.2% of 360,000 active. AID 504652, 2011; in the data active = activity change below about -30%; also: % is scaled to controls: 0 for no effect and ±100 for the full control effect
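Cells carrying a force-coupled, tetracycline-inducible human D1 receptor report calcium flux. Each well gets a 10 s baseline, compound with 180 s monitoring, then an EC80 dopamine stimulus with a second 180 s kinetic read.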
D2 ag – HTS Assay for Allosteric Agonists of the Human D2 Dopamine Receptor: Primary Screen for Agonists; D(2) dopamine receptor (Homo sapiens), P14416; HEK293 T-REx D2 cells, calcium flux agonist mode; activation, % at 2 µM; 0.53% of 340,000 active; AID 485358, 2010;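 active = activation over 3 SD above normal in the single-dose calcium agonist read, cut at about 30% in these data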; also: 0% is about no effect
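Agonism scored from kinetic calcium signal (1 read/sec, 180 s) following compound pin transfer, after a 10 s baseline. Cells: HEK293 Trex line expressing inducible D2 receptor coupled to calcium, dye-loaded after overnight culture at 30 C.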
RXFP1 agonist – qHTS Assay for Agonists of the Relaxin Receptor RXFP1; Relaxin receptor 1 (Homo sapiens), Q9HBX9; HEK293T-RXFP1 cAMP TR-FRET, 30 min; response scale: percent of porcine relaxin response, buffer zero; Potency, µM (titrated, usually from 57.5 µM), without a hit: top-dose activation, usual class: activators; 0.3% of 370,000 active; AID 2676, 2010; active = well fitted activation curve with a large enough effect; inconclusive = small, poorly fitted or top-dose-only effect; also: potency is read from the fitted curve at half-maximal effect; % is scaled to controls: 0 for no effect and ±100 for the full control effect; nearly all actives have a fitted effect of over 60% in size; many of its hits are not listed in these tables
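Agonist response is measured as cAMP accumulation in an RXFP1-transfected HEK293T line under PDE4 inhibition. Values are scaled between buffer-only and 29 nM porcine relaxin, and EC50s come from standard Hill equation fits.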
TRHR PAM – qHTS for Small Molecule Agonists and Allosteric Enhancers of Human TRH Receptor: Primary Screen for Enhancers; TRHR cells, fluo-8 calcium fluorescence, EC20 TRH enhancement; enhancement, % at 2 µM; 0.66% of 360,000 active; in the data active = enhancement above about 30%; also: 0% is about no effect
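Enhancer read-out: after compound pinning and an initial kinetic agonist-mode read, an EC20 of TRH (10 nM final) was injected and fluo-8 calcium signal (Ex 480/Em 530) followed at 1 s/cycle for 100 cycles in TRHR-expressing cells.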
D2 potentiator – HTS Assay for Positive Allosteric Modulators of the Human D2 Dopamine Receptor: Primary Screen for Potentiators; HEK293 T-REx D2, calcium flux, EC20 dopamine potentiation; potentiation, % at 10 µM; 0.34% of 340,000 active;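 active = potentiation over 3 SD above the plate norm, cut at about 30% in these data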; also: 0% is about no effect
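Primary screen. Calcium kinetics in induced HEK293 T-REx D2 cells: compound pre-addition 180 s, EC20 dopamine, 180 s more.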
D2 antagonist – HTS Assay for Allosteric Antagonists of the Human D2 Dopamine Receptor: Primary Screen for Antagonists; inhibition, % at 10 µM; D(2) dopamine receptor (Homo sapiens), P14416; 2% of 340,000 active; HEK293 TREx D2 cells, calcium flux, dopamine EC80; in the data active = inhibition above about 30%; also: 0% is about no effect
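Inhibition of EC80 dopamine-driven calcium flux, recorded kinetically, defines activity here; cells are a tetracycline-induced HEK293 T-REx line expressing force-coupled D2.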
Starred values were filed as active, the others as inactive. This is a subset, so the mix of outcomes need not match the whole.

Cc1nc2scc(-c3cccs3)c2c(=O)n1-n1cccc1 was read as RXFP1 antag -37, D1 ag 5, D1 PAM -5, D1 antagonist 3, D2 ag -0.5, RXFP1 agonist 2.1%, TRHR PAM -5, D2 potentiator -5 and D2 antagonist 6.
`OCCC1CN(Cc2c(F)cccc2Cl)CCN1C1CCCC1` (configuration not stated) gave RXFP1 antag 6, D1 ag 3, D1 PAM 9, D1 antagonist -8, D2 ag 0.8, RXFP1 agonist 0.4%, TRHR PAM 7, D2 potentiator -19 and D2 antagonist 18.
Screening Cc1cc2c(NC(=O)CC(C)(C)CC(=O)O)cccc2nn1 returned RXFP1 antag 1, D1 ag 2, D1 PAM -3, D1 antagonist 6, D2 ag 0.7, RXFP1 agonist 8.2%, TRHR PAM 5, D2 potentiator 3 and D2 antagonist 4.
`CC(C)N(C(=O)CSc1nnc(CN2CCCCCC2=O)n1-c1ccccn1)C(C)C` gave RXFP1 antag 5, D1 ag 1, D1 PAM -7, D1 antagonist -13, RXFP1 agonist -1.8% and TRHR PAM -3.
Screening Nc1c(C(=O)Nc2ccc3c(c2)OCCO3)nnn1CCc1ccccc1 returned D1 ag 1, D1 antagonist -5, D2 ag 0.3, RXFP1 agonist 1.3%, TRHR PAM -4, D2 potentiator -5 and D2 antagonist 25.
`COc1ccc(CCNC(=O)CSc2nc(=O)n3cccc(C)c3n2)cc1OC` gave RXFP1 antag -7, D1 ag -1, D1 PAM -6, D1 antagonist -3, D2 ag 1.4, RXFP1 agonist 1.8%, TRHR PAM -8, D2 potentiator -3 and D2 antagonist -11.
Screening Cc1cc(C)nc(N/N=C/c2ccc3c(c2)OCCO3)n1 returned RXFP1 antag 6, D1 ag 2, D1 PAM -5, D1 antagonist -32*, D2 ag 1.8, RXFP1 agonist 0.7%, TRHR PAM -1, D2 potentiator -8 and D2 antagonist 6.
CN(C)c1ccc(NC(=S)N2CCN(c3ncc(C(F)(F)F)cc3Cl)CC2)cc1 was read as RXFP1 antag -4, D1 ag 4, D1 PAM -3, D1 antagonist -4, D2 ag -1.4, RXFP1 agonist 0.0%, TRHR PAM -3, D2 potentiator -3 and D2 antagonist 14.
`O=[N+]([O-])c1ccc(CNc2ccc(F)cc2)s1` gave RXFP1 antag -12, D1 ag 2, D1 PAM 2, D1 antagonist -5, D2 ag 0.8, RXFP1 agonist -2.0%, TRHR PAM -4, D2 potentiator 12 and D2 antagonist -5.
CCN(CC)C(=O)C1CC(=O)OC1(C)C (configuration not stated) was read as RXFP1 antag -13, D1 ag 1, D1 PAM 2, D1 antagonist -3, D2 ag 0.7, RXFP1 agonist -1.6%, TRHR PAM 5, D2 potentiator -12 and D2 antagonist -2.

Looked up one by one from the list above:
Screening Cc1cc(C)nc(N/N=C/c2ccc3c(c2)OCCO3)n1 returned RXFP1 antag 6, D1 ag 2, D1 PAM -5, D1 antagonist -32*, D2 ag 1.8, RXFP1 agonist 0.7%, TRHR PAM -1, D2 potentiator -8 and D2 antagonist 6.
`CC(C)N(C(=O)CSc1nnc(CN2CCCCCC2=O)n1-c1ccccn1)C(C)C` gave RXFP1 antag 5, D1 ag 1, D1 PAM -7, D1 antagonist -13, RXFP1 agonist -1.8% and TRHR PAM -3.

(next part)
`COc1ccc(Cn2nnnc2CN2CCOCC2)cc1` gave RXFP1 antag -6, D1 ag 0, D1 PAM 2, D1 antagonist 4, D2 ag 0.7, RXFP1 agonist -0.5%, TRHR PAM -2, D2 potentiator -8 and D2 antagonist -34.
`CCOC(=O)N1CCC(N2Cc3cccc(C(=O)NCc4ccc(C)cc4)c3C2=O)CC1` gave RXFP1 antag 5, D1 ag 4, D1 antagonist 3, D2 ag 0.6, RXFP1 agonist -1.6%, TRHR PAM 4, D2 potentiator 1 and D2 antagonist -7.
For Cc1ccc2nsnc2c1N the results were RXFP1 antag -11, D1 ag 1, D1 PAM -2, D1 antagonist 5, D2 ag -0.1, RXFP1 agonist -0.1%, TRHR PAM 1, D2 potentiator 4 and D2 antagonist 7.
CCCOc1ccc(S(=O)(=O)NNC(=O)c2cc3ccccc3o2)cc1 was read as RXFP1 antag -12, D1 ag -2, D1 PAM 6, D1 antagonist -3, D2 ag 0.1, RXFP1 agonist 0.6%, TRHR PAM 5, D2 potentiator 9 and D2 antagonist 3.
For COc1ccc(OC)c(S(=O)(=O)NC(N)=NCCc2ccccc2OC)c1 the results were D1 ag -2, D1 PAM 1, D1 antagonist 0, D2 ag -0.2, RXFP1 agonist 0.9%, TRHR PAM -2, D2 potentiator 22 and D2 antagonist -11.
CCOC(=O)C1(Cc2ccccc2)CCN(Cc2csc(C(C)=O)c2)CC1 was read as RXFP1 antag inconclusive, D1 ag 0, D1 PAM -9, D1 antagonist -34*, D2 ag 0.7, RXFP1 agonist -0.9%, TRHR PAM -1, D2 potentiator -13 and D2 antagonist -2.
For COc1ccc(S(=O)(=O)N2CCC(O)(c3ccc4c(c3)OCO4)CC2)cc1 the results were RXFP1 antag -4, D1 ag 0, D1 PAM -2, D1 antagonist -4, D2 ag 0.8, RXFP1 agonist 1.6%, TRHR PAM 2, D2 potentiator -3 and D2 antagonist -25.
Screening COC(=O)Cn1ncc(N2CC(C)OC(C)C2)c(Cl)c1=O (configuration not stated) returned RXFP1 antag -1, D1 ag -2, D1 PAM -2, D1 antagonist 5, D2 ag 0.1, RXFP1 agonist 7.8%, TRHR PAM 7, D2 potentiator -2 and D2 antagonist -1.
CCc1cccc(NC(=O)c2cn3c4c(ccc(Cl)c4c2=O)OC(C)C3)c1 (configuration not stated) was read as RXFP1 antag -6, D1 ag 0, D1 PAM 6, D1 antagonist 2, D2 ag 1.9, RXFP1 agonist inconclusive and TRHR PAM 3.
`COc1ccc(CNC(=O)c2noc3c2CCCCC3)cc1` gave RXFP1 antag -3, D1 ag 1, D1 PAM -2, D1 antagonist -5, D2 ag 0.7, RXFP1 agonist 3.3%, TRHR PAM 3, D2 potentiator 13 and D2 antagonist 0.
`CN(C)CCCNC(=O)c1ccc(=O)[nH]n1` gave RXFP1 antag -3, D1 ag 6, D1 PAM 0, D1 antagonist 22, D2 ag 0.1, RXFP1 agonist 1.3%, TRHR PAM 0, D2 potentiator -11 and D2 antagonist -3.
COc1cc(NC(=O)c2noc(C)c2[N+](=O)[O-])c(OC)cc1Cl was read as RXFP1 antag -3, D1 ag 0, D1 PAM -2, D1 antagonist -22, D2 ag -1.5, RXFP1 agonist 2.2%, TRHR PAM 1, D2 potentiator -4 and D2 antagonist -17.
Screening O=C(CN(Cc1ccccc1)S(=O)(=O)c1ccc2c(c1)OCCO2)Nc1ccc2c(c1)OCCO2 returned RXFP1 antag -23, D1 ag 9, D1 PAM -4, D1 antagonist -27, D2 ag 1.8, RXFP1 agonist -0.6%, TRHR PAM 0, D2 potentiator 16 and D2 antagonist -7.
For COc1ccc(NC(=O)c2ccc(=O)[nH]c2)cc1S(=O)(=O)N1CCOCC1 the results were RXFP1 antag -2, D1 ag 1, D1 PAM -3, D1 antagonist -10, D2 ag 0.5, RXFP1 agonist 0.5%, TRHR PAM 0, D2 potentiator 4 and D2 antagonist 0.
For Cc1cc(N2CCOCC2)n2nc(C)c(-c3ccccc3)c2n1 the results were RXFP1 antag -3, D1 ag 2, D1 PAM -1, D1 antagonist 2, D2 ag -0.6, RXFP1 agonist 1.6%, TRHR PAM 1, D2 potentiator 2 and D2 antagonist -3.
O=C(CN1CCc2cc3c(cc2C1)OCCCO3)Nc1cccc(Br)c1 was read as RXFP1 antag -8, D1 ag 3, D1 PAM 2, D1 antagonist 5, D2 ag 2.6, RXFP1 agonist 4.2%, TRHR PAM 5, D2 potentiator -11 and D2 antagonist -19.
For COc1cc2c(cc1OC)CN(C(C)C(=O)Nc1ccc(NC(C)=O)cc1)CC2 (configuration not stated) the results were RXFP1 antag -2, D1 ag 1, D1 PAM -2, D1 antagonist 7, RXFP1 agonist 0.3% and TRHR PAM -1.
Cc1cc(C)cc(Nc2nc3ccccc3n3cnnc23)c1 was read as RXFP1 antag 5, D1 ag 3, D1 PAM 1, D1 antagonist 2, RXFP1 agonist inconclusive, TRHR PAM -2 and D2 potentiator 2.
`Cc1cc(-c2ccc(S(=O)(=O)Nc3ccc(Cl)cc3C)cc2)on1` gave RXFP1 antag 11, D1 ag 11, D1 PAM -3, D1 antagonist -23, D2 ag 0.1, RXFP1 agonist 1.2%, TRHR PAM -1 and D2 potentiator 2.
Cc1[nH]c2ccc(F)cc2c1CCN(Cc1cccnc1)C(=S)NC(C)(C)C was read as RXFP1 antag -12, D1 ag 7, D1 PAM -10, D1 antagonist -3, D2 ag 7.8, RXFP1 agonist 1.7%, TRHR PAM 13, D2 potentiator -14 and D2 antagonist -14.
Screening CCOc1ccc(CNC(=O)CCn2c(=O)oc3ccccc32)cc1OC returned RXFP1 antag -7, D1 ag 0, D1 PAM -4, D1 antagonist -16, D2 ag 0.7, RXFP1 agonist 3.0%, TRHR PAM 0, D2 potentiator -4 and D2 antagonist -3.
For CC(=O)N1CCC(=NNC(=O)CSc2cc(C)c(Br)cc2C)CC1 the results were RXFP1 antag -8, D1 ag 3, D1 PAM -4, D1 antagonist -5, D2 ag 1.0, RXFP1 agonist 0.0%, TRHR PAM -3, D2 potentiator -5 and D2 antagonist 4.
Screening COc1cccc(C(=O)OCC(=O)Nc2sc3c(c2C(N)=O)CCC3)c1O returned RXFP1 antag 2, D1 ag 0, D1 PAM -4, D1 antagonist -9, D2 ag 0.0, RXFP1 agonist 19%, TRHR PAM -7, D2 potentiator -1 and D2 antagonist 4.
For O=[N+]([O-])c1cccc(-c2nc3ccc([N+](=O)[O-])cc3[nH]2)c1 the results were RXFP1 antag 6, D1 ag 27, D1 PAM -5, D1 antagonist -26, D2 ag 2.9, RXFP1 agonist 19%, TRHR PAM 15, D2 potentiator 16 and D2 antagonist 10.
`CC1CC(C)(C)N2C(=O)C3(Nc4ccccc4S3)c3cccc1c32` (configuration not stated) gave RXFP1 antag 2, D1 ag 3, D1 PAM 8, D1 antagonist 8, D2 ag 0.4, RXFP1 agonist -0.3%, TRHR PAM -6, D2 potentiator 9 and D2 antagonist 2.
